Yeast lifespan up – yeast lifespan extension. S. cerevisiae growth with nicotinamide, OD615; deaD strain in restrictive glucose medium. inhibition of the nicotinamide effect, % at 10 µM. hit rate 0.68% among 130,000. AID 775;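 active means inhibition above a set limit, placed 3 SD over the median of all compounds, cut at about 26% in these data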;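 further: 0% = nicotinamide-treated wells and 100% = cells grown without nicotinamide; some compounds called inactive have numbers as strong as hits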
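Material: Modified budding yeast, DeaD strain | Medium: Restrictive glucose medium | Probe or stimulus: 1.5 mM nicotinamide | Dosing: Single dose 10 µM compound, 0.25% DMSO | Times: 48 h at 30 °C | Technique: OD615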
BB579 growth dn – reduces growth of yeast BB579 in restrictive medium; S. cerevisiae BB579 growth, OD615, 48 h; inhibition, % at 10 µM; hit rate 0.51% among 140,000;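 active means inhibition above a set limit, 3 SD over the mean compound inhibition, cut at about 44% in these data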; further: inactives centre near -24
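Detection: OD615 turbidity measurement; Material: Saccharomyces cerevisiae DeaD strain BB579, replicative lifespan model yeast; Timing: 48 h exposure, 30 °C; Doses: single 10 µM dose; Medium: CSMM-D restrictive synthetic medium containing dextrose (glucose); Controls: amphotericin B at 10 µg/mL as positive control.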
Phagocyt inh – macrophage phagocytosis inhibition | J774A.1 macrophage IgG-bead phagocytosis, imaging | inhibition, % at 5 µM | hit rate 0.07% among 110,000;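 active means inhibition above the mean of the plate negative controls plus 5 SD, cut at about 13% in these data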;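 further: phagocytic index as fraction of beads internalized from green versus red external bead signal; plate controls were DMSO negative control for no effect and cytochalasin-D positive control for full effect; some results beyond the cut were filed as inactive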
HCT116 bCat-KO – beta-catenin-lacking colon tumor cell growth suppression; HCT116 beta-catenin knockout viability, CellTiter-Glo, 60 h; active compounds read low; viability, % at 10 µM; hit rate 1.5% among 140,000;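 active means viability at or under a set limit, the compound median less 4 SD, cut at about 6% in these data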;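 further: 0% = Hyamine 1622 control at 20 µM and 100% = untreated cell control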
Measles CPE – protection of cells from measles virus. Measles virus-infected cells, CPE protection, absorbance. hit rate 1.5% among 140,000. protection (pct of control), % at 4 µM; in the data active means protection mostly above about 24%, no sharp cut-off; inactive means mostly below about 26%; further: some compounds called inactive have numbers as strong as hits
E-sel TNF inh – TNF alpha driven E-selectin expression inhibition | inhibition, % at 2 µM | hit rate 0.71% among 120,000 | HUVEC TNFa-induced E-selectin immunofluorescence, high content;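 active means inhibition above the batch mean plus 3 SD, and confirmed as a hit on visual image review, cut at about 43% in these data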;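 further: 0% = TNF-stimulated DMSO wells and 100% = unstimulated control wells; not every result past the cut was called active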
NPY-Y2 antag – NPY-Y2 (human) receptor antagonism | inhibition, % at 2.7 µM | hit rate 0.99% among 140,000 | NPY-Y2 expressing cells, antagonist mode | AID 793; in the data active means inhibition above about 17%;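 further: 0% = vehicle with agonist challenge and 100% = reference antagonist with challenge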
Target sequence (P49146 whole entry, looked up): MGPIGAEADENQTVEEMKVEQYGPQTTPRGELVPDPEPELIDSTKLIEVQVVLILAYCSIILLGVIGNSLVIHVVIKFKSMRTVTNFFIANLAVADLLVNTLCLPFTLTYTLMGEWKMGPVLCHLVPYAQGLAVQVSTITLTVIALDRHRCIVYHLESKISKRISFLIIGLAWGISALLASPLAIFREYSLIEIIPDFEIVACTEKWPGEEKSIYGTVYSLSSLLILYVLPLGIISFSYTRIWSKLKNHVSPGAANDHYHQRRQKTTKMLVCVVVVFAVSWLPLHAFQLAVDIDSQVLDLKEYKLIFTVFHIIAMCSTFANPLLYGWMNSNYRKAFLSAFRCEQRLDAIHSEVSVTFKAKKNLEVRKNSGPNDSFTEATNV
PTEN del growth – suppresses growth of cells with PTEN deletion | HCT116 PTEN-null viability, CellTiter-Glo, 60 h; active compounds read low | viability, % at 10 µM | hit rate 1.2% among 140,000;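 active means viability at or below a set limit, 4 SD under the median of all tested compounds, cut at about 3.7% in these data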;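 further: PTEN knockout HCT116 line with beta catenin targeted HCT116 as companion control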
MRP1 act – activates MRP-1 | H69AR cells + doxorubicin, viability rescue, CellTiter-Glo | viability increase, % at 10 µM | hit rate 0.61% among 140,000;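 active means viability gain under doxorubicin at or above a set limit, the compound median plus 3 SD, cut at about 4.7% in these data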;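 further: MRP-1 overexpressing cells given doxorubicin 25 µM after compound pretreatment; 18-22 h compound pretreatment then 72 h with doxorubicin before readout; 0% = doxorubicin-only wells and 100% = vehicle-treated cells without doxorubicin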
GALR2 antag – antagonists of human galanin receptor 2 (GALR2) | O43603 | GALR2-expressing cells, antagonist mode | inhibition, % at 4 µM | hit rate 0.39% among 140,000 | AID 828; in the data active means inhibition above about 27%;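 further: cells stimulated with galanin 1-16 at roughly its EC80; 0% = agonist challenge control and 100% = basal control without agonist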
Target sequence (O43603 whole entry, looked up): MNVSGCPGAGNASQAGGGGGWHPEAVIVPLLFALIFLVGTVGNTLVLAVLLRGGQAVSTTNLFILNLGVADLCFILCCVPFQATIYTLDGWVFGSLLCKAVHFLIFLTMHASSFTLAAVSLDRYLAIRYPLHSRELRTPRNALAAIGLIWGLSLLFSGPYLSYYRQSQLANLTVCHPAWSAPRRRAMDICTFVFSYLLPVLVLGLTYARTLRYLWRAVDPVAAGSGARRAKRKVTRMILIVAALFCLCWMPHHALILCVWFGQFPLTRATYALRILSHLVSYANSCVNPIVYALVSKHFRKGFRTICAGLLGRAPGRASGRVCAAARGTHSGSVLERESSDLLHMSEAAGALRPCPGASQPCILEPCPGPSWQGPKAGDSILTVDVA
* = called active by the depositor; . = no result given; [ ] = dose if it differs, or a comment.

SMILES	Yeast lifespan up	BB579 growth dn	Phagocyt inh	HCT116 bCat-KO	Measles CPE	E-sel TNF inh	NPY-Y2 antag	PTEN del growth	MRP1 act	GALR2 antag
CN(C(=O)COC(=O)c1ccc2c(c1)NC(=O)CS2)C1CCS(=O)(=O)C1 (centres undefined)	1	-16	.	88	19	-21	2	91	-0.4	11
CCOC(=O)C1=C(C)NC(SCC(=O)O)=NC1c1ccccc1 (centres undefined)	2	-37	-2	90	4	-14	6	96	0.1	4
COc1cc(C(C)=O)ccc1OCC(O)CN1CCN(S(=O)(=O)c2ccccc2)CC1 (centres undefined)	-4	-28	-4	99	5	-6	0	88	-3.2	-3
Cc1c(Nc2ncnc3nc[nH]c23)c(=O)n(-c2ccccc2)n1C	-3	18	0	99	28	-3	1	99	-1.8	11
O=C(O)c1ccccc1NS(=O)(=O)c1ccccc1C(F)(F)F	-8	6	7	93	10	5	3	102	-1.2	4
CC(C)(C)C(=O)Nc1ccc2oc(-c3cc(F)c(F)cc3Cl)nc2c1	-21	-26	-1	84	3	4	-1	96	1.0	1
CC(=O)c1ccc(NC(=O)C(Cc2ccccc2)NC(=O)c2ccco2)cc1 (centres undefined)	-21	-78	.	93	5	.	4	92	-2.6	7
CCOC(=O)c1ccc2nc(Nc3nc4ccc(F)cc4s3)sc2c1	-2	-16	-2	83	5	-33	3	97	-3.0	6
CN(C(=O)c1cccc(C#N)c1)c1nnc(C2CCOC2)s1 (centres undefined)	0	-16	0	100	8	-4	2	98	-1.1	5
CCCn1nnc(NC(=O)c2ccccc2Br)n1	-16	-26	2	94	4	-3	3	95	0.4	1
CCc1ccccc1NC(=O)/C(=C/c1ccccc1)c1ccccc1	2	-37	0	68	14	-15	11	63	-2.0	-3
CCCc1cc(=O)[nH]c(SCC(=O)c2cc(C)n(C3CC3)c2C)n1	-5	-16	-2	107	4	-15	11	97	-2.7	2
CCN(CC)CC(C)CNC(=O)CC(C(=O)N1CCc2ccccc21)n1ccnc1 (centres undefined)	1	2	.	87	10	28	0	90	-3.0	-6
Clc1ccc(Oc2cccc(/C=N/n3cnnc3)c2)cc1	-8	31	-1	80	20	.	0	79	0.5	-15
Cc1ccc2nc(/C(C#N)=C\c3ccc([N+](=O)[O-])o3)[nH]c2c1	-22	99*	33*[fluoresces]	1.9*	1	0	3	1.5*	-6.6	22
O=c1[nH]c(/C(Cl)=C/c2c(F)cccc2Cl)nc2cc(Cl)ccc12	3	-41	-9	19	5	-14	2	11	-4.0	13
O=C(CCCc1nc2ccccc2s1)NC(c1ccccc1)c1ccccc1	6	-26	-15	89	.	.	10	85	-0.6	-12
C=CCOC(=O)/C(=C/c1ccco1)NC(=O)/C=C/c1ccccc1	-10	-12	2	91	6	8	6	97	-0.5	-1
O=C(O)c1cccnc1SC1CC(=O)N(CCc2ccccc2)C1=O (centres undefined)	-2	-29	-2	100	4	9	2	96	-2.1	-12
CCc1cccc(C)c1NC(=O)CNCc1ccccc1	2	3	-8	82	21	.	2	88	-2.2	-3
O=C(CCn1cnc2ccccc21)N/N=C/c1ccc(O)cc1	3	-25	-4	90	10	.	3	101	-1.3	3
COc1ccccc1/C=C/C(=O)NC(=S)N(C)C1CCCCC1	-10	-17	.	78	6	9	3	77	0.6	10
CCOC(=O)CC1=NS(=O)(=O)c2ccccc2N1	-10	-6	-1	85	24	-48	0	83	0.0	6
N#Cc1c(N)nc(SCC(=O)OCc2ccccc2)c(C#N)c1-c1ccco1	-22	-22	0	102	2	-6	6	113	-1.3	0
CCOC(=O)C(C(=O)OCC)=C1OC(=O)c2ccccc21	-13	-1	0	87	1	.	-3	91	0.2	9
C/C(=C1\SC(N2CCOCC2)=NC1=O)c1ccccc1	-8	-10	-2	91	7	-8	0	100	-2.0	12
Cn1cccc1/C=N/NC(=O)c1cc(-c2cccs2)nc2ccccc12	1	-49	0	29	9	16	4	27	-2.6	-3
COc1ccc(C(C[N+](=O)[O-])n2nc(C)cc2C)cc1 (centres undefined)	-12	-14	.	11	5	.	8	15	-4.7	22
O=C(c1cc2c(s1)CCCCC2)N1CCN(c2ncccn2)CC1	-8	-35	-1	96	5	-14	9	109	-2.3	5
Cc1ccc(S(=O)(=O)c2c(COC(=O)c3cccc(Cl)c3)c(-c3ccccc3)nn2C)cc1	-8	-35	-1	61	10	-14	5	64	-4.0	-11

Reprinted from the part before: 4 entries, followed by the next part.
SMILES	Yeast lifespan up	BB579 growth dn	Phagocyt inh	HCT116 bCat-KO	Measles CPE	E-sel TNF inh	NPY-Y2 antag	PTEN del growth	MRP1 act	GALR2 antag
Cn1cccc1/C=N/NC(=O)c1cc(-c2cccs2)nc2ccccc12	1	-49	0	29	9	16	4	27	-2.6	-3
COc1ccc(C(C[N+](=O)[O-])n2nc(C)cc2C)cc1 (centres undefined)	-12	-14	.	11	5	.	8	15	-4.7	22
O=C(c1cc2c(s1)CCCCC2)N1CCN(c2ncccn2)CC1	-8	-35	-1	96	5	-14	9	109	-2.3	5
Cc1ccc(S(=O)(=O)c2c(COC(=O)c3cccc(Cl)c3)c(-c3ccccc3)nn2C)cc1	-8	-35	-1	61	10	-14	5	64	-4.0	-11
Cc1ccccc1NC(=S)NC(NC(=O)COc1ccccc1)C(Cl)(Cl)Cl (centres undefined)	-2	-17	-3	32	9	7	7	7	-6.0	-8
COc1ccc(N2CCN(Cc3cc(OC)c(O)c([N+](=O)[O-])c3)CC2)cc1	-1	-13	-2	98	21	.	1	94	-1.3	-8
O=[N+]([O-])c1cccnc1N1CCCCC1	-8	-41	.	95	15	-9	2	100	0.6	5
CCn1c2ccccc2c2cc(/C=N/NC(=O)c3ccccc3C)ccc21	-3	-25	13	13	3	.	2	12	0.0	-4
CCOc1cc(C2NN=C(c3ccccc3)S2)ccc1OCc1ccc(F)cc1 (centres undefined)	-4	-32	.	48	26	-2	3	64	-3.9	2
O=C(CSc1nnc(-c2ccncc2)n1Cc1ccccc1)Nc1nccs1	-17	-23	.	92	4	9	0	101	0.3	3
COc1ccccc1C1/C(=C(/O)c2ccc(Cl)cc2)C(=O)C(=O)N1CCN1CCOCC1 (centres undefined)	-23	8	.	85	3	-5	2	94	-1.9	6
CCn1ncc(C2=NOC(C(=O)N3CCN(c4ccccc4)CC3)C2)c1C (centres undefined)	7	-31	-2	93	15	-16	2	88	-2.5	-2
COc1cc(/C=C2\SC(N3CCc4ccccc4C3)=NC2=O)cc(OC)c1OC	0	-33	-2	78	8	.	8	85	-3.9	-11
Cc1cc(C(=O)Nc2ccccn2)no1	-22	-26	-2	92	4	-4	3	89	-1.0	-11
COc1ccc(C(=O)COC(=O)CCn2nnc(-c3cccs3)n2)cc1	-15	-25	-1	96	2	-5	7	89	-0.5	-12
Cc1c(NC(=O)c2cc(-c3ccc4c(c3)OCO4)on2)c(=O)n(-c2ccccc2)n1C	-3	-22	-1	90	10	-39	2	102	-0.2	9
O=C(N/N=C/c1cc(Cl)ccc1O)c1ccc(Br)cc1	-3	-48	-3	7	9	.	0	4	-3.3	2
COc1ccc(Cc2nnc(NS(=O)(=O)Cc3ccccc3)s2)cc1	0	-58	-2	104	10	55	6	102	0.1	-8
Cc1ccc(-c2nn(-c3ccccc3)cc2C2CC(c3cccs3)=NN2C(=O)CCCC(=O)O)cc1 (centres undefined)	-8	-50	-1	106	21	5	2	96	-0.5	-13
COCC(=O)N(C)C1(c2nnnn2CCOC(=O)Nc2cccc3ccccc23)CCCC1	-5	0	1	99	2	11	0	90	-2.4	6
CC(C)CCn1c(O)c(N=Nc2ccccn2)c2ccccc21	-2	-17	-7	89	9	3	8	89	-3.7	-10
CCOC(=O)c1sc2nc(CSc3nc4ccccc4n3CC)[nH]c(=O)c2c1C	-19	-27	4	108	2	77*	0	101	0.9	-5
Cc1ccc(N/N=C(\C#N)C(N)=S)c(C)c1	-4	95*	-1	88	3	10	5	79	8.2*	-9
Cc1ccc2cc(S(=O)(=O)NCCCC(=O)O)ccc2c1	-4	-5	-2	99	12	2	3	97	-0.1	7
CCSc1nnc(NC(=O)C2(C)Cc3ccccc3C(=O)O2)s1 (centres undefined)	37*	-3	-1	98	3	-12	0	97	0.5	-6
CC(C)NC(=O)Cn1c(SCC(=O)N2CCCCCC2)nc2ccccc21	-10	-34	0	99	9	30	8	106	-0.9	0
COc1ccc(CCNC2CC(=O)N(CCc3ccc(OC)c(OC)c3)C2=O)cc1 (centres undefined)	-24	-34	-1	89	14	-4	2	105	-2.0	2
CN1CCN(C(=O)c2cn(-c3ccccc3)nc2-c2cccnc2)CC1	-3	-51	.	95	5	-2	-1	96	-0.3	-7
CC(C)Cc1nc2n[nH]c(N)c2c2c1COC(C)(C)C2	2	-52	-2	100	18	16	2	110	-1.1	-7
Cc1cccc(NS(=O)(=O)c2cccc3cccnc23)n1	-6	-3	0	98	9	-8	2	77	-3.3	3
COc1cc2c(cc1OC)C(C(=O)Nc1ccccn1)C(c1cccnc1)N(C)C2=O (centres undefined)	-14	-14	-3	98	5	23	0	103	-2.6	-11
CCOc1ccccc1-c1nn2c(Cc3ccccc3)nnc2s1	-2	-24	3	88	9	-6	10	84	-4.6	-1
O=C(CCc1ccccc1)Nc1ccncc1	-1	-64	-2	95	13	-2	10	91	0.7	15
O=C(OCCN1CCN(c2ncc(C(F)(F)F)cc2Cl)CC1)c1ccc(Cl)cc1	-23	-17	-1	87	6	52	-1	87	-2.8	-2
CCOC(=O)c1nonc1NC(C)=O	.	-22	.	87	8	11	1	89	-1.7	-20
CCOc1ccc(NC(N)=O)cc1OCC	-13	-30	-2	93	6	-13	-1	88	-0.2	4
CN(CC(=O)N1CCc2ccccc21)S(=O)(=O)c1ccc(Cl)cc1	1	-66	-1	93	4	-20	6	92	-1.1	7
COc1ccc(OC)c(CN2CCN(C(=O)c3cccc4ccccc34)CC2)c1	-21	-28	1	69	26	-25	1	79	-2.9	0
Cc1cc(SCC(=O)OCC(=O)NCc2ccc3c(c2)OCO3)c(C)cc1Br	-1	-16	-4	81	2	8	3	96	-1.6	0
CCOC(=O)C1=C(c2ccccc2)N=c2s/c(=C\c3ccco3)c(=O)n2C1c1cccs1 (centres undefined)	3	-38	.	85	10	-3	2	89	-1.2	8
CN(C(=O)CSc1nc(-c2ccc(F)cc2)cs1)C1CCS(=O)(=O)C1 (centres undefined)	-9	-7	0	97	3	0	1	96	-0.7	-13
CC(=O)OCCCN1C(=O)c2ccc(Br)cc2C1=O	5	-13	-1	99	5	-102	1	95	0.4	14
CCOc1ccccc1NC(=O)CSc1nnc(CNC(=O)c2ccco2)o1	-8	-62	.	97	20	13	2	111	0.4	1
COC(=O)c1ccc(OCCOc2ccc(C(=O)OC)cc2)cc1	0	-41	-1	95	16	1	2	100	0.0	-5
CC(C)(C#N)Nc1ccccc1	-1	-10	-1	102	5	4	2	96	3.2	-1
CSc1nnc(-c2ccc(F)cc2)o1	-21	-10	-1	105	12	8	3	106	0.7	-2

Bioassay records (PubChem)
